Giardia killer: kills Giardia lamblia. Giardia lamblia trophozoite viability. 340,000 compounds, 0.15% hits. activity change, % at 7.66 µM, hits read low; in the data active means activity change below about -80%; inconclusive means between about -30% and that limit;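 further: parasites exposed to compound for two days anaerobically before the ATP read; on the % scale 0 is the no-effect control and ±100 the full control effect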
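ATP-content bioluminescence gauges trophozoite survival. Cells (100/well) receive compound and incubate anaerobically for 48 hrs at 37 deg C; detection reagent follows for 15-30 min at room temperature.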
BRCA1 expr act: BRCA1 expression activation. MCF7-BRCA1-FFLuc reporter, luminescence, 48 h; response scale: scaled: vehicle 0%, 10 µM genistein 100%. Potency, µM (top dose mostly 46.1 µM), without a hit: at the highest dose activation, hits mostly activators. 380,000 compounds, 1.1% hits; further: potency means the concentration at half of the fitted maximal effect; nearly all actives have a fitted effect of over 80% in size; some results filed as inactive show a strong effect at the top dose
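Using MCF7 cells harboring a BRCA1 firefly luciferase reporter, plated 2 h before compound pinning, the screen measured luminescence after 48 h incubation. Responses were normalized to DMSO and 10 microM genistein, then fitted for concentration-effect.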
VP16 counter: counter-screen for ROR gamma inhibitors: Gal4-VP16 reporter | Drosophila S2 Gal4-VP16 UAS-luciferase, luminescence, 20 h | Potency, µM (series often up to 53.6 µM), inactives show at the highest dose activity, negative = inhibition, most hits filed as inhibitors | 310,000 compounds, 3.5% hits;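 further: Gal4-VP16 expression switched on by copper sulfate through the metallothionein promoter; potency means the concentration at half of the fitted maximal effect; on the % scale 0 is the no-effect control and ±100 the full control effect; nearly all actives have a fitted effect of over 50% in size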
ELG1 genotoxic: genotoxicity induction in ELG1-luciferase HEK293T cells. HEK293T ELG1-luciferase reporter, luminescence, 16 h. Potency, µM (series often up to 46 µM), inactives show at the highest dose activity change, positive = activation, most hits filed as activators. 330,000 compounds, 1.3% hits; further: potency means the concentration at half of the fitted maximal effect; % of control where 0% means no effect; nearly all actives have a fitted effect of over 60% in size
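ELG1-luciferase HEK293T cells, 2,000/well; compound pinned in; 16 hr, 37 °C, 5% CO2; ONE-Glo, 30 min RT; luminescence on CCD imager.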
Rab9 promoter act: activators of Rab9 promoter | 320,000 compounds, 2.8% hits | AID 485297 | Potency, µM (top dose mostly 9.22 µM), for the others: at the top dose activation, negative = inhibition, actives largely listed as activators | Huh7 Rab9 promoter-luciferase reporter, luminescence, 24 h; further: potency means the concentration at half of the fitted maximal effect; % of control where 0% means no effect; nearly all actives have a fitted effect of over 60% in size
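Steps: seed 1500 Huh7 Rab9-luc cells per well, rest 2 h at 37 °C; add compound in DMSO; incubate 24 h; add luciferase reagent, 10 min ambient; read luminescence.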
NPC1 promoter act: NPC1 promoter activation | 320,000 compounds, 2.4% hits | Potency, µM (top dose mostly 9.22 µM), for inactives: top-dose activation, hits mostly activators | Huh7 NPC1 promoter luciferase reporter, 24 h | AID 485313;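 further: potency means the concentration at half of the fitted maximal effect; % of control where 0% means no effect; nearly all actives have a fitted effect of over 60% in size; reporter is driven by a mutant NPC1 promoter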
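In 1536-well qHTS, Huh7 cells harboring an NPC1 promoter–luciferase construct received compound for 24 h; activation was quantified by luminescence following luciferase reagent addition.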
PKM2 act: PKM2 (human) enzyme activation; 260,000 compounds, 0.34% hits; AID 1631; purified PKM2, Kinase-Glo ATP luminescence, activation; response scale: 0% is enzyme alone, no compound; P14618; Potency, µM (doses to about 57.5 µM), inactives show at the top dose activation, actives largely listed as activators; further: potency means the concentration at half of the fitted maximal effect; on the % scale 0 is the no-effect control and ±100 the full control effect; nearly all actives have a fitted effect of over 55% in size
Target sequence (P14618 whole entry, looked up): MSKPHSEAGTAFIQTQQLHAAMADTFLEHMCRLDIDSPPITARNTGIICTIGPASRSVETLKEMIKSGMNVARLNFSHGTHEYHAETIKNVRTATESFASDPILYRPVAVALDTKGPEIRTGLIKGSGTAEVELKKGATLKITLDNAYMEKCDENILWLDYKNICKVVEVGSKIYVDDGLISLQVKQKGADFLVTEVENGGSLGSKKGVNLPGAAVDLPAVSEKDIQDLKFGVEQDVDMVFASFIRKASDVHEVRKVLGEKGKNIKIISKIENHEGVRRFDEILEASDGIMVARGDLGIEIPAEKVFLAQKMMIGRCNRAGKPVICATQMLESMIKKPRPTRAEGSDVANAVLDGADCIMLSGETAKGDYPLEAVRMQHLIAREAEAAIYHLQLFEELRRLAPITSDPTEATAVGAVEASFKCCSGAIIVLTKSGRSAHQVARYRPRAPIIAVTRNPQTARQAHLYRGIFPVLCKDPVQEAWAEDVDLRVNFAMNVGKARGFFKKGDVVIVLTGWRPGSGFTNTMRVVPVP
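Purified hPK-M2 (>95%) run at intermediate activity with 0.1 mM ADP and 0.5 mM PEP in 50 mM imidazole pH 7.2, KCl, MgCl2; 1 h room temperature. ATP formed read by Kinase-Glo luminescence; normalized to uninhibited and no-enzyme controls.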
Menin-MLL TR inh: menin-MLL binding inhibition, Texas Red mutant peptide; O00255; Menin + Texas Red MLL mutant peptide, fluorescence polarization; Potency, µM (doses to about 61.6 µM), inactives show at the highest dose FP activity change, negative = inhibition, most hits filed as inhibitors; 270,000 compounds, 0.23% hits; AID 1768; active means well fitted inhibition curve with a large enough effect in the polarisation, with a control signal flat, not every such curve was filed as active; inconclusive means small, poorly fitted or top-dose-only effect, or effect the other way, or a change in a side signal; inactive means no such curve, though single readings can be large or run the other way; the % refers to the polarisation; further: potency means the concentration at half of the fitted maximal effect; % of control where 0% means no effect; many of its hits are not listed in these tables
p53 reactivator: restores transcriptional activity of mutant p53. 320,000 compounds, 0.063% hits. H1299 p53-A138V BP100-luciferase reporter, luminescence, 24 h. Potency, µM (top dose mostly 92.2 µM), inactives show top-dose activity change, positive = activation, usual class: activators. AID 504706; further: potency means the concentration at half of the fitted maximal effect; % of control where 0% means no effect; nearly all actives have a fitted effect of over 45% in size
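H1299 (p53-null), stable ts p53-A138V + BP100-Luc; 1000 cells/well, Opti-MEM/10% FBS; cpd 4 pt, 1:5; 24 h, 37 deg C, 5% CO2; detection reagent 10 min RT; luminescence.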
FLuc modulator: inhibits or activates purified firefly luciferase, miR-21 counter-screen; purified FLuc, Km substrates, luminescence inhibition; 360,000 compounds, 6.9% hits; Potency, µM (doses to about 57.5 µM), inactives show at the highest dose activity change, negative = inhibition, actives largely listed as inhibitors;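 further: potency means the concentration at half of the fitted maximal effect; plate controls were vehicle for no effect and reference inhibitor for full effect; nearly all actives have a fitted effect of over 55% in size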
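Biochemical qHTS of compounds, final roughly 60 µM downward over six points, against 10 nM purified firefly luciferase using Km concentrations of substrates (10 uM D-luciferin, 10 uM ATP) in Tris acetate pH 7.5 buffer; luminescence output.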
RORgamma inh: blocks mouse ROR gamma transcriptional activity; Potency, µM (doses to about 53.6 µM), for the others: at the highest dose activity change, negative = inhibition, hits mostly inhibitors; Drosophila S2 Gal4-RORgamma UAS-luciferase reporter, 20 h; 310,000 compounds, 5.4% hits; further: potency means the concentration at half of the fitted maximal effect; on the % scale 0 is the no-effect control and ±100 the full control effect; nearly all actives have a fitted effect of over 60% in size
Target sequence (P51450 whole entry, looked up, the tested form may be a part): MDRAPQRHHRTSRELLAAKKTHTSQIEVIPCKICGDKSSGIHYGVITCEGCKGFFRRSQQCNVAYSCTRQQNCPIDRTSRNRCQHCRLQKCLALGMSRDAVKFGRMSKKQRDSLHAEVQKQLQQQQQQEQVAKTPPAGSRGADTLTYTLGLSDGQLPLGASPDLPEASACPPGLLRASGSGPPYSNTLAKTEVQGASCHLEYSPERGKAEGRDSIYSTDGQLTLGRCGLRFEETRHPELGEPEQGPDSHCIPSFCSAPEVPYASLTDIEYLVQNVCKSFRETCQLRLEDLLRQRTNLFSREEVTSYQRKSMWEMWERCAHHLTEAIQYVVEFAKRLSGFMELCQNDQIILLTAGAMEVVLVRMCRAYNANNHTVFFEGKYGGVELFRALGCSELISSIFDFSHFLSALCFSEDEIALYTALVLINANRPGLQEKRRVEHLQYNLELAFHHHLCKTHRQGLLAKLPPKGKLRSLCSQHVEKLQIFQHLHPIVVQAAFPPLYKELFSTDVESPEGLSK
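Luciferase reporter read in Schneider cells carrying Gal4-RORγ (mouse) and UAS-Photinus luciferase; cells given compound 1 h before 700 uM copper sulfate induction, then incubated 20 h at ambient temperature.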
* marks the source's active call; other numbers are inactive results; u = inconclusive; x = no result given; [ ] = remark or other dose. Unless noted, the call rests on the fitted dose curve; in most records, active means well fitted curve in the direction sought with a large enough effect; inconclusive means small, poorly fitted or top-dose-only effect, or another doubt; inactive means no such curve, though single readings can be large; an effect the other way counts as inactive or inconclusive. A portion of the library; rates above refer to the full screens.

Value order: Giardia killer	BRCA1 expr act	VP16 counter	ELG1 genotoxic	Rab9 promoter act	NPC1 promoter act	PKM2 act	Menin-MLL TR inh	p53 reactivator	FLuc modulator	RORgamma inh
> O=C(NCCCCCNC(=O)c1cccnc1)c1cccnc1
  -5	-16%	0%	0%	0%	2%	3%	27%	-5%	5%	9%
> Cc1oc(-c2ccccc2)nc1C(=O)OCC(=O)NCc1ccccc1
  0	-2%	x	1%	-1%	0%	x	x	0%	-13%	x
> O=C(NCCCN1CCCCCC1)c1ccc2c(c1)NC(=O)C(N1CCOCC1)S2 (centres undefined)
  -20	-5%	-1%	-3%	-1%	1%	1%	-2%	2%	1%	10%
> NNC(=O)c1cncn1-c1ccc(F)cc1
  29	0%	5%	-1%	-2%	-4%	-2%	0%	-2%	0%	-19%
> CC1=C(c2ccccc2)[N+](=O)C2(CCCCC2)N1[O-]
  -12	-4%	14%	-2%	0%	-9%	-1%	-23%	1%	-2%	-28%
> O=C(COC(=O)c1cccc(S(=O)(=O)N2CCOCC2)c1)Nc1ncc(C(F)(F)F)cc1Cl
  -8	4%	9%	-6%	-16%	7%	4%	16%	-3%	4%	-3%
> O=C(NCc1cccnc1)NC(=O)c1ccc(Cl)cc1
  6	0%	3%	1%	1%	-4%	6%	-24%	u	-1%	27%
> O=C1C(=O)N(CCCN2CCOCC2)C(c2ccc(F)cc2)/C1=C(/O)c1ccccc1 (centres undefined)
  11	6%	-3%	0%	0%	-4%	x	-14%	-3%	1%	8%
> O=C(NC(=O)c1ccc(Cl)cc1)Nc1ccc(-c2cnco2)cc1
  x	x	-9%	u	0%	2%	-3%	x	4%	-3%	2%
> CCOc1ccccc1NC(=S)NCc1ccccc1
  -5	-15%	8.9µM*	-2%	0%	-1%	-1%	-2%	x	3%	7.1µM*
> C=CCn1c(SCC(=O)NCCO)nc2sc(C)c(C)c2c1=O
  7	-3%	-4%	7%	-1%	-5%	5%	15%	-2%	1%	-14%
> C=CCOc1ccccc1CN1CCC(Oc2ccc(C(=O)N3CCCC3)cc2)CC1
  -12	-1%	-2%	0%	-3%	-1%	4%	u	3%	1%	0%
> CCOC(=O)c1sc(=S)n(-c2ccc(Cl)cc2)c1C
  -8	-10%	-6%	-1%	-7%	3%	-1%	12%	-8%	0%	30%
> N/C(=N\OC(=O)c1ccc2c(c1)OCO2)c1cccc([N+](=O)[O-])c1
  -4	u	-21%	u	u	7%	-5%	u	1%	0.43µM*	-2%
> Nn1c(SCC(=O)N2CCCc3ccccc32)nnc1-c1ccccc1
  -1	-1%	20%	-4%	0%	0%	5%	-18%	-2%	-2%	19%
> C=CCn1c(COc2ccc(OC)cc2)nnc1SC(C)C(=O)NC1CC1 (centres undefined)
  -23	-4%	x	0%	14%	-2%	x	x	-13%	-1%	x
> CN(C)C(CNC(=O)c1cccc(S(=O)(=O)N2CC3(C)CC2CC(C)(C)C3)c1)c1ccco1 (centres undefined)
  -20	0%	-3%	-10%	-14%	-2%	0%	-4%	5%	1%	0%[10 µM]
> Cc1nc(-c2cc(-c3nc(-c4cc(C(F)(F)F)cc(C(F)(F)F)c4)no3)no2)cs1
  -15	-5%	4%	-8%	-2%	-4%	-1%	x	3%	-5%	-13%
> C[C@H]1CN=C(N(C)C)N1CCc1cccc(F)c1
  -5	8%	x	1%	-3%	6%	x	x	1%	4%	x
> COc1ccc(S(=O)(=O)NCc2ccccn2)cc1NC(=O)c1ccc(C)cc1
  -19	-32%	x	-3%	-18%	-20%	x	x	7%	-2%	x
> C=CCN(C(=O)c1csnn1)C(C(=O)NC1CCCCC1)c1ccc(Cl)cc1 (centres undefined)
  1	-10%	-2%	-1%	0%	-3%	x	7%	-2%	-11%	6%
> O=C(O)c1ccc(CSc2nnc(COc3ccc(Cl)cc3Cl)o2)cc1
  u	39%	21%	u	21%	17%	-9%	u	15%	19µM*	u
> C/C(=C\c1ccccc1)CN1CCN(c2cccc(Cl)c2)CC1
  7	0%	5%	0%	-3%	3%	0%	10%	0%	0%	13%
> Nc1c(S(=O)(=O)c2cc(Cl)ccc2Cl)c2nc3ccccc3nc2n1CCN1CCOCC1
  14	-70%	-16%	-2%	-1%	1%	1%	x	-4%	-2%	-13%
> CCc1ccc(S(=O)(=O)Nc2ccc(O)c3c(=O)cc(-c4ccccc4Cl)oc23)cc1
  -17	-38%	8%	-6%	0%	-1%	3%	x	3%	4%	-29%
> CC(C)NC(=O)Cn1cnc2c(cnn2-c2ccc(F)cc2)c1=O
  8	18%	x	0%	-5%	-1%	1%	-11%	x	0%	x
> O=c1oc2ccccc2cc1-c1csc(Nc2ccc(O)cc2)n1
  -8	-58%	1%	u	25%	-2%	6%	u	6%	5.4µM*	22%
> Cc1ccc(C)c(NC(=O)CSc2nnc(-c3ccncc3)n2N)c1
  -7	-2%	3%	0%	-3%	-3%	1%	0%	2%	1%	-5%
> COc1cc(OC)c(OC)cc1/C=C1/C(=O)N=C(N)N1C
  -12	-16%	3%	0%	1%	-2%	-2%	4%	0%	1%	-3%
> CN(CC(=O)NCc1ccc2c(c1)OCO2)CC(=O)Nc1ccc(F)c(F)c1F
  -15	0%	x	-4%	0%	0%	x	x	-2%	6%	x
> Cn1c(=O)n(Cc2ccc(Br)cc2)c2ccccc21
  17	-31%	-2%	-6%	-6%	-1%	6%	3%	-2%	-1%	12%
> COc1ccc(OCC(=O)Nc2ccc3oc(=O)ccc3c2)cc1
  21	8%	3%	0%	5%	-4%	0%	x	-2%	0%	-2%
> Cc1ccc(O)c(C(=O)c2cnn(C(=O)Cc3csc(C)n3)c2)c1
  -3	36%	-5%	-14%	6%	0%	9%	-12%[11.7 µM]	5%	-15%	u
> Oc1ccc(Cl)cc1C(C#Cc1ccccc1)N1CCOCC1 (centres undefined)
  6	-32%	-5%[0.365 µM]	0%	-5%	-4%	0%	1%	11%	2%	u
> CCc1cc(=O)oc2cc(C)cc(OCC(C)=O)c12
  -21	2%	u	-7%	0%	-5%	2%	x	-6%	5%	u
> COc1cc(OC)c(C(=O)N/N=C/c2ccoc2)cc1OC
  4	39%	-5%	u	7%	0%	-2%	-7%	-10%	-8%	6%
> Cc1nnc2c3ccccc3c(-c3cccc4ccccc34)nn12
  -7	5%	-2%	3%	0%	-2%	-1%	-3%	-1%	0%	u
> O=C(Nc1cccc(S(=O)(=O)NC2=NCCC2)c1)c1cc(-c2ccco2)nc2ccccc12
  3	0%	-1%	-6%	-4%	-4%	u	x	-5%	u	-2%
> COc1ccc(C(=O)C2CCCN(Cc3ccc(Sc4nncn4C)o3)C2)cc1F (centres undefined)
  -16	-3%	4%	-4%	-1%	0%	-5%	-5%	-1%	1%	6%
> CN(C(=O)c1cccc(S(=O)(=O)N2CCOCC2)c1)c1c(N)n(Cc2ccccc2)c(=O)[nH]c1=O
  10	6%	x	0%	-5%	-2%	x	x	-6%	-1%	x

3 compounds from above, reduced to p53 reactivator and ELG1 genotoxic:
SMILES	p53 reactivator	ELG1 genotoxic
COc1cc(OC)c(C(=O)N/N=C/c2ccoc2)cc1OC	-10%	u
Cc1nnc2c3ccccc3c(-c3cccc4ccccc34)nn12	-1%	3%
O=C(Nc1cccc(S(=O)(=O)NC2=NCCC2)c1)c1cc(-c2ccco2)nc2ccccc12	-5%	-6%

Structures from the list above with two or more sulfur atoms (2):
Value order: Giardia killer	BRCA1 expr act	VP16 counter	ELG1 genotoxic	Rab9 promoter act	NPC1 promoter act	PKM2 act	Menin-MLL TR inh	p53 reactivator	FLuc modulator	RORgamma inh
> C=CCn1c(SCC(=O)NCCO)nc2sc(C)c(C)c2c1=O
  7	-3%	-4%	7%	-1%	-5%	5%	15%	-2%	1%	-14%
> CCOC(=O)c1sc(=S)n(-c2ccc(Cl)cc2)c1C
  -8	-10%	-6%	-1%	-7%	3%	-1%	12%	-8%	0%	30%

Compound activity as filed in PubChem.
